# MPTP inh: inhibitors of mitochondrial permeability transition pore | isolated mouse mitochondria, Ca2+ swelling absorbance, 30 min | AID 602449 | 360,000 tested, 1.4% active | inhibition, % at 10 µM;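 active = inhibition of 50% or more, scaled per plate between neutral and stimulator controls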;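 note: 0% = DMSO wells given calcium and 100% = 1 mM EGTA wells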
# TIM10 inh: inhibits growth of TIM10 yeast strain. inhibition, % at 10 µM. S. cerevisiae TIM10 strain growth, BacTiter-Glo luminescence, 24 h. 330,000 tested, 1.4% active;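 active = inhibition of 40% or more at the single tested concentration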;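 note: wild-type TIM10 isogenic control strain grown at permissive 25 °C; 0% = DMSO yeast wells and 100% = minimal medium wells without yeast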
# MIN6 prolif: MIN6 beta-cell proliferation induction; MIN6 cells proliferation, ATPlite luminescence, 48 h; cells starved in 0.2% serum; 100% = growth in 10% serum; proliferation, % at 10 µM; 330,000 tested, 0.29% active;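 active = compounds whose signal lies at least 3.5 SD above the mean of all wells on their plate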;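 note: 0% = DMSO-treated cells in low-serum medium and 100% = 10% serum control; some compounds called inactive have numbers as strong as hits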
# NALP3 yeast inh: NALP3 inhibition in yeast; Yeast reconstituted NLRP3/ASC/caspase-1, beta-gal luminescence, 24 h; inhibition, % at 10 µM; 330,000 tested, 0.39% active; AID 2825;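 active = inhibition of 50% or more; inactive = inhibition below 50%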;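 note: plate controls were induced DMSO wells for no effect and uninduced yeast grown without galactose for full effect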
# APJ antag: APJ receptor antagonism. CHO-K1 APJ beta-arrestin complementation, luminescence. P35414. inhibition, % at 20 µM. 330,000 tested, 0.32% active;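 active = inhibition above about 40% at 20 µM, limit read from the data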;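 note: cells challenged with 10 nM apelin-13 agonist together with compound; plate controls were apelin-13 plus DMSO wells for no effect and DMSO wells lacking apelin-13 for full effect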
# Target sequence (P35414 whole entry, looked up): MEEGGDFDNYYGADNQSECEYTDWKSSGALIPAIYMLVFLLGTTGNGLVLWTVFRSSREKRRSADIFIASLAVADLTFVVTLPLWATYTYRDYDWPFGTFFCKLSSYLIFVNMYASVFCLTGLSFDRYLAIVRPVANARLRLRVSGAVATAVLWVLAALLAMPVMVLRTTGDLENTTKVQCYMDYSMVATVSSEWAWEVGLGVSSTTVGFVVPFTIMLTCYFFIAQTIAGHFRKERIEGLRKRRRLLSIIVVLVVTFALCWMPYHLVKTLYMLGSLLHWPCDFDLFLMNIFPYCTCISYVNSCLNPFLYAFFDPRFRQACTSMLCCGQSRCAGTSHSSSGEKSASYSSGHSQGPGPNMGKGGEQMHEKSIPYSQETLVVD
# tim23-1 inh: inhibits growth of tim23-1 mutant yeast; inhibition, % at 20 µM; S. cerevisiae tim23-1 growth, BacTiter-Glo luminescence, 24 h; 330,000 tested, 1.3% active;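 active = growth inhibition of the mutant yeast at or above 50%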;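 note: temperature-sensitive mutant grown at 25 °C; plate controls were DMSO-treated mutant yeast for no effect and medium wells lacking yeast for full effect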
# tim10-1 inh: growth inhibitors of tim10-1 mutant yeast | 330,000 tested, 2.2% active | inhibition, % at 20 µM | S. cerevisiae tim10-1 ts strain growth, BacTiter-Glo, 24 h;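 active = inhibition of at least 40%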;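 note: mutant grown at 25 °C; 0% = DMSO wells with yeast and 100% = wells holding no yeast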
# APJ agonist: APJ receptor agonism; 330,000 tested, 0.11% active; AID 2520; activation, % at 20 µM; P35414; CHO-K1 APJ PathHunter beta-arrestin, luminescence; 0% DMSO wells, 100% apelin;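 active = activation more than six SD over the plate average, tested at 20 µM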;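 note: 0% = DMSO alone and 100% = apelin-13 at 10 nM; some results filed as inactive read as strong as hits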
#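 Test system – PathHunter CHO-K1 APJ (AGTRL-1) beta-arrestin reporter cells · Input – 1000 cells/well · Compound – single test compound dose, 20 µM final, 1% DMSO · Times – compound stimulation 90 min at 25 °C, detection 60 min · Technique – beta-gal luminescence · Read-out basis – APJ–arrestin association signal · Control set – negative DMSO alone, positive Apelin-13 at 10 nM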
# GRIN3A LBD mod: modulators (binders) of human NR3A ligand-binding domain. 340,000 tested, 2.5% active. Tm shift relative to glycine control, % at 25 µM. NR3A LBD differential scanning fluorimetry, Tm shift; 0% = protein alone, 100% = glycine-bound protein. AID 1259313;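 active = melting temperature shift of at least 10% of the positive control shift, at one fixed dose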
# The depositor's hits bear a star.
structure,MPTP inh,TIM10 inh,MIN6 prolif,NALP3 yeast inh,APJ antag,tim23-1 inh,tim10-1 inh,APJ agonist,GRIN3A LBD mod
COc1ccc(Cl)cc1S(=O)(=O)N1CCC(C(=O)NCCc2ccccc2)CC1,0.4,4,3,9,8,22,20,6,0
COc1ccc2oc(C(=O)OCC(=O)Nc3ccc(C(=O)N(C)C)cc3)c(C)c2c1,0.2,-5,-3,8,14,13,2,4,-1
CSc1nc(C(=O)N2CCc3c([nH]c4ccccc34)C2c2ccccn2)cs1 (stereo not drawn),-0.5,7,-3,6,-13,29,30,-1,-9
Cc1nc(-c2ccc(NC(=O)c3ccco3)cc2)cs1,-0.5,43*,-5,44,-4,68*,51*,1,4
CC(C)c1nc(CNC(=O)c2cc(COc3c(F)cccc3F)on2)cs1,1.4,-8,5,12,14,18,27,-1,0
O=C(COC(=O)c1cc[n+]([O-])cc1)Nc1ccc([N+](=O)[O-])cc1,-0.3,1,2,9,-7,-7,-3,-2,-2
CCN(CC(=O)Nc1ccc(NC(C)=O)cc1)C(=O)C1CCCN(C(=O)c2ccc(Cl)cc2)C1 (stereo not drawn),-2.0,9,-3,22,-5,1,-4,-2,-1
COc1ccc(NC(=O)COC(=O)CCNS(=O)(=O)c2ccccc2)cc1OC,1.3,-12,-2,22,-8,3,-20,-1,-1
COc1ccccc1CNC(=O)CN1CCC(NC(=O)c2ccccc2F)CC1,-3.2,-7,1,1,8,11,2,0,2
CCOC(=O)c1ccc(NC(=O)CSc2nc(N3CCOCC3)nc(N3CCOCC3)n2)cc1,-0.4,-13,0,-2,19,-1,-4,12,1
COc1ccccc1C(=O)COC(=O)CN1C(=O)c2ccccc2C1=O,-0.6,20,5,6,21,32,24,1,-2
COc1ccc(-n2c(=O)c3ccccc3n(CC(=O)NC3CCCCC3)c2=O)c(OC)c1,0.5,7,1,1,-1,7,6,0,2

# Records listed so far printed as active in TIM10 inh.
smiles	MPTP inh	TIM10 inh	NALP3 yeast inh	APJ antag	APJ agonist	GRIN3A LBD mod
Cc1nc(-c2ccc(NC(=O)c3ccco3)cc2)cs1	-0.5	43*	44	-4	1	4

# Remaining list, next part
structure,MPTP inh,TIM10 inh,MIN6 prolif,NALP3 yeast inh,APJ antag,tim23-1 inh,tim10-1 inh,APJ agonist,GRIN3A LBD mod
N#C/C(=C\c1ccc(-c2ccccc2[N+](=O)[O-])o1)C(=O)N1CCOCC1,0.7,20,-4,19,-8,22,26,0,0
O=C(NC1CCSC1=O)c1ccc(Cl)cc1 (stereo not drawn),-0.2,-20,-1,7,33,-4,15,-5,-3
Cc1ccc(CN2CCCNC2=O)cc1,-2.7,4,-2,14,-1,-6,-3,-4,0
Cc1ccc(N2CC(C(=O)Nc3nccs3)CC2=O)cc1Cl (stereo not drawn),-1.4,4,-4,13,-6,2,7,-4,-1
COc1cc2c(cc1OC)C1(C)N(CC2)C(C(C)=O)=NN1c1ccc(Cl)cc1 (stereo not drawn),1.1,8,-1,17,-6,28,20,-4,-1
COc1ccccc1N1C(=O)C2C(C(=O)c3ccccc3)=NN(c3ccc(Br)cc3)C2C1=O (stereo not drawn),4.3,15,-4,1,7,21,17,0,-1
O=C1CCCC2(O)C1C(c1cccc(Br)c1)NC(=O)N2Cc1ccccc1 (stereo not drawn),-1.6,0,-1,7,-21,10,16,-3,-1
CCCCNC(=O)C1C2C=CC(C2)C1C(=O)O (stereo not drawn),-0.2,-4,0,1,7,5,9,-1,-4
COc1cccc(NC(=O)C2C3C=CC4(O3)C2C(=O)N(CCCN2CCCC(C)C2)C4C(=O)NC2CCCCC2C)c1 (stereo not drawn),-0.4,-22,0,18,-23,16,7,-3,0
CCn1cc([N+](=O)[O-])c(C(=O)N2CCCc3ccccc32)n1,0.5,3,-4,5,18,11,10,-1,0
CC(C)(C)c1csc(NC(=O)c2cccnc2Cl)n1,1.2,-5,-1,36,5,25,14,-3,1
C=CCNc1ccc(F)c(F)c1N1CCCCCC1=O,1.6,-13,-2,9,-16,6,10,-4,0
CC(C)(C)NC(=O)C(c1ccncc1)N(Cc1cccs1)C(=O)Cn1nnc(-c2ccc(F)cc2)n1 (stereo not drawn),0.0,18,-7,-3,6,10,14,6,-3
COc1ccc(NC(=O)CN(C)C(=O)CCSc2ccc(F)cc2)cc1,1.1,1,-3,4,11,7,13,0,0
CSCC[C@H](NC(=O)NCCc1ccc(F)cc1)C(=O)O,-1.3,-2,1,10,3,-2,5,-3,0
O=C(NN1CCOCC1)NC12CC3CC(CC(C3)C1)C2,0.3,-16,-3,14,18,0,-13,-4,1
OC1(c2ccc(Br)cc2)CCN(Cc2cccc(Br)c2)CC1,1.1,-57,-2,18,9,-41,-20,-1,2
CCn1c(C(=O)N2CCC(C(=O)NCc3ccc(OC)cc3)CC2)cc2sccc21,-1.1,6,-4,11,20,0,12,1,0
CCOc1cc(S(=O)(=O)N2CCC(C(N)=O)CC2)ccc1F,-1.2,-19,-1,9,17,-6,15,-3,2
O=C(c1cc(-c2ccncc2)nc2ccc(Cl)cc12)N1CCN(C(=O)C2CCCO2)CC1 (stereo not drawn),-1.9,-2,-2,24,-28,-6,-5,3,-1
c1ccc(-c2ccc(-c3nc(-c4cccnc4)no3)cc2)cc1,2.8,4,-3,27,-5,21,9,2,0
COc1ccc(C(C(=O)NCC2CCCO2)N(C(=O)CNC(=O)c2ccco2)c2cc(C)ccc2C)cc1OC (stereo not drawn),-1.6,-7,-2,-5,5,10,1,-3,0
O=C1C=C(c2cccnc2)CCC1,-1.6,12,6,2,-16,8,10,-5,1
CCN(CC)C(=O)c1cccc(NC(=O)C2CCN(C(=O)c3cccs3)CC2)c1,-3.1,-3,-1,-1,14,11,7,1,2

# Part of the list above in a different format.
# The line under a structure holds: MPTP inh	TIM10 inh	MIN6 prolif	NALP3 yeast inh	APJ antag	tim23-1 inh	tim10-1 inh	APJ agonist	GRIN3A LBD mod
CSCC[C@H](NC(=O)NCCc1ccc(F)cc1)C(=O)O
  -1.3	-2	1	10	3	-2	5	-3	0
O=C(NN1CCOCC1)NC12CC3CC(CC(C3)C1)C2
  0.3	-16	-3	14	18	0	-13	-4	1
OC1(c2ccc(Br)cc2)CCN(Cc2cccc(Br)c2)CC1
  1.1	-57	-2	18	9	-41	-20	-1	2
CCn1c(C(=O)N2CCC(C(=O)NCc3ccc(OC)cc3)CC2)cc2sccc21
  -1.1	6	-4	11	20	0	12	1	0
CCOc1cc(S(=O)(=O)N2CCC(C(N)=O)CC2)ccc1F
  -1.2	-19	-1	9	17	-6	15	-3	2
O=C(c1cc(-c2ccncc2)nc2ccc(Cl)cc12)N1CCN(C(=O)C2CCCO2)CC1 (stereo not drawn)
  -1.9	-2	-2	24	-28	-6	-5	3	-1

# More compounds:
structure,MPTP inh,TIM10 inh,MIN6 prolif,NALP3 yeast inh,APJ antag,tim23-1 inh,tim10-1 inh,APJ agonist,GRIN3A LBD mod
CCOC(=O)c1sc(N=NC2=C(O)CC(C)(C)CC2=O)c(C(=O)OCC)c1C,3.7,-67,0,26,-4,-42,-21,0,1
O=C(O)CSC1CC(=O)N(c2cccc(Cl)c2)C1=O (stereo not drawn),-0.2,10,-1,9,-35,25,12,7,0
CN(C)S(=O)(=O)c1ccc(C(=O)NCc2ccccc2)cc1,-1.5,-9,0,14,-8,5,14,-2,1
CCOc1ccc(CCNC(=O)COC(=O)c2cccnc2Cl)cc1OCC,0.2,6,-2,8,3,-3,10,-7,-1
CCOc1ccccc1NC(=O)NC1CC2CCCC(C1)N2Cc1nnnn1CCc1ccccc1 (stereo not drawn),4.4,-28,-2,8,3,23,2,-1,4
Cc1nn(-c2ccccc2)c(C)c1C(=O)NCc1ccc(F)cc1,24,-11,4,17,18,17,-3,-4,0
O=C(c1ccco1)N1CCN(C(=O)N2CCOCC2)CC1,-0.3,-7,-1,-16,10,12,4,-6,1
O=C(O)CCC(=O)Nc1sc2c(c1C(=O)Nc1cccc3ccccc13)CCCCC2,2.4,39,0,17,-3,49,29,3,4
CCCCC(=O)Nc1nnc(-c2ccco2)o1,1.0,5,-4,13,-4,29,12,-4,0
CCOC(=O)c1ccc(N=c2sc(C(=O)OC)cc(=O)n2C2CC2)cc1,-0.3,-24,-3,12,3,-13,20,1,1
CCOC(=O)Cn1c(CN2CCc3ccccc3C2)nc2c1c(=O)n(C)c(=O)n2C,-2.6,31,-1,11,1,27,30,1,0
CCOc1cc(CNCc2ccncc2)cc(Br)c1OCc1ccc(F)cc1,98*,28,-5,43,9,-3,16,2,1
COc1ccc(CN2CCN(C(=O)Cn3ncn4cccc4c3=O)CC2)c(OC)c1OC,0.4,-9,3,-1,10,-4,0,-3,1
CNC(=S)N(C)/N=C1/C(=O)N(Cc2c(Cl)cccc2Cl)c2ccccc21,-1.1,3,-7,29,14,19,13,0,-1
Cc1cccc(NC(=S)N(c2ccccc2)C(C)C)c1C,0.2,-4,-1,-9,3,17,33,-3,-3
C/C(=N\Nc1ccccc1)c1c(O)cc(C)oc1=O,0.0,-34,-2,6,-7,23,-15,-1,-1
CCOC(=O)c1ccc(N2C(=O)c3n[nH]c(C)c3C2c2ccco2)cc1 (stereo not drawn),-2.7,13,-1,21,2,13,26,-5,-1
CCOc1ncccc1C(=O)Nc1ccc(OC)c(S(=O)(=O)N2CCCCC2)c1,0.3,8,5,0,22,9,24,1,-1
Cc1cccc(CSc2nncc(=O)[nH]2)c1,0.9,7,2,7,-3,-2,-16,-1,0
C=CCC(C=C)[N+]1(CC(=O)OC)CCCCC1 (stereo not drawn),-1.5,-4,0,15,-9,-10,-19,-2,-1
CCOc1ccc(-n2nc3c(=O)n(CCN4CCCCC4)nc(C)c3c2C)cc1,-0.9,8,2,-5,-10,-8,7,-1,5
Nc1cc(-c2ccc(Br)cc2)[nH]n1,-1.3,6,1,8,-6,11,-3,-4,12*
O=C(OCC(=O)N1CCCC1)c1c(Cl)ccc(Cl)c1Cl,0.4,4,0,19,14,8,2,-1,2
CCOc1ccc(CCNC(=O)c2ccc(C)c(N3CCCC3=O)c2)cc1OCC,0.9,2,-4,0,13,6,16,-2,0
